High-throughput results deposited in PubChem BioAssay by MTDP.
RNase H inhibition: RNase H inhibition, HIV 1 Gag Pol polyprotein, FRET biochemical assay, screening (AID 372); inhibition, % at 10 µM, or IC50 in µM where a hit was titrated; HIV-1 RT RNase H, FRET RNA/DNA substrate fluorescence; higher % means a stronger effect; actives 0.77% (n = 100,000); in the data active = inhibition above about 50%
Active calls of the source: *. Some of the compounds tested. The share of hits here may be higher or lower than overall.

SMILES | RNase H inhibition
COc1cc(/C=C2\Sc3ccccc3C2=O)cc(OC)c1O | 41%
C=CCn1c(CCCO)nc2ccccc21 | 3%
O=C(Nc1ccc2oc(-c3ccc(Cl)cc3Cl)nc2c1)c1ccc(Br)o1 | 31%
Cc1cccc(NC(=O)c2sc3ccccc3c2Cl)c1C | 10%
CCOC(=O)C1=C(C)N=c2s/c(=C\c3ccc(OCC)cc3)c(=O)n2C1c1ccc(SC)cc1 (stereo not drawn) | 8%
CC(=O)c1cc(Cl)ccc1OC(=O)c1ccccc1Cl | 12%
N#C/C(=C\c1cccc(OCc2ccccc2)c1)c1nc2ccccc2s1 | 7%
CCN1CCC(N(C)CCc2ccc(OC)c(OC)c2)CC1 | 7%
COc1ccccc1N1CCN(C(=O)CN(c2ccc(C)cc2)S(=O)(=O)c2ccc(F)cc2)CC1 | 8%
C/C(=N\NC(=O)c1cc(-c2ccccc2)n[nH]1)c1ccc([N+](=O)[O-])cc1 | 10%
CCOc1cc(-c2nc3c(c(CC)nn3-c3ccccc3)c3cc(OC)c(OC)cc23)ccc1O | 22%
COc1ccc(CCNC(=O)N2C(=O)C=CC2=O)cc1OC | 3%
Cc1ccc(NC(=O)/C(C#N)=C/c2cccc(O)c2)cc1Cl | 14%
O=C(/C=C/c1ccc(OC2CSC2)cc1)c1ccc2c(c1)OCCO2 | 28%
Cc1cccc([N+](=O)[O-])c1N=Cc1ccc(N(C)C)cc1 | 5%
Cc1cc(OCC(=O)Nc2ccc(Br)cn2)cc(C)c1Cl | 4%
O=C(N/N=C/c1ccc(Sc2nnnn2-c2ccccc2)o1)c1ccccc1O | 11%
COc1cc(OC)c(/C=C2/C(C)=C(C#N)c3nc(N)c(C#N)c(C)c32)cc1Br | 49%
O=C(/C=C/c1ccc2c(c1)OCO2)NCCc1ccccc1 | 6%
COc1ccc(N(CC(=O)Nc2cccc(Br)c2)S(=O)(=O)c2ccc(C)cc2)cc1 | 9%
Ic1ccc(OCCCCCN2CCCCC2)cc1 | 0%
O=C(NCc1cccnc1)c1ccccc1Br | 0%
OC(CN1CCCCC1)CN1CCCCC1 | 0%
C=CCN1C(=O)/C(=C\c2ccc(OCc3ccccc3C)c(OC)c2)SC1=S | 16%
COc1ccc2ccccc2c1C(O)c1cccs1 (stereo not drawn) | 25%

Two entries picked at random from the list so far, as already listed:
SMILES | RNase H inhibition
CCOc1cc(-c2nc3c(c(CC)nn3-c3ccccc3)c3cc(OC)c(OC)cc23)ccc1O | 22%
Cc1cccc(NC(=O)c2sc3ccccc3c2Cl)c1C | 10%

More structures follow.
SMILES | RNase H inhibition
CNC1(c2ccc(OC)cc2)Oc2ccccc2C(C#Cc2ccccc2)=C1C (stereo not drawn) | 45%
Cc1ccc(S(=O)(=O)NC(=O)NC(C)(C)C)cc1 | 5%
Fc1ccc(/C=N/Nc2nnc(-c3ccccc3)c(-c3ccccc3)n2)cc1 | 14%
O=C1OC(Nc2ccccc2)(c2ccccc2)c2ccccc21 (stereo not drawn) | 15%
COc1cc2c(cc1OC)C(CN1C(=O)c3ccccc3C1=O)=NC(C)(C)C2 | 2%
CCCCC(CC)C(=O)Nc1nnc(C)s1 (stereo not drawn) | 8%
COc1ccc(/C=C/C(=O)Nc2ccc([N+](=O)[O-])cc2)cc1 | 6%
CCOc1ccc(C(=O)Nc2cc(-c3nc4ccccc4s3)ccc2C)cc1[N+](=O)[O-] | 2%
Cc1cccc(NC(=O)c2ccccc2C(F)(F)F)c1C | 5%
CCOC(=O)c1c(NC(=O)OC)sc(C)c1CC | 23%
Cc1ccc2oc(-c3cccc(NC(=O)c4cccc(Cl)c4Cl)c3)nc2c1 | 17%
CCCOC(=O)C1=C(C)NC(=O)NC1c1cc(Br)c(O)c(OC)c1 (stereo not drawn) | 17%
COc1cccc(NC(=O)c2c(OC)cccc2OC)c1 | 0%
Cc1cccc(NC(=O)c2ccccc2I)c1C | 0%
Cc1ccc(-c2cc(-c3ccccc3)nc(N/N=C\c3ccccc3[N+](=O)[O-])n2)cc1 | 9%
CC(C)(C)CC(C)(C)NC(=O)CSc1nnc(-c2ccco2)n1-c1ccccc1 | 5%
C=CCOc1ccc(Cl)cc1/C=C1\SC(N)=NC1=O | 31%
Cc1cccc(NS(=O)(=O)c2cc(C(C)(C)C)c(F)c(C(C)(C)C)c2)n1 | 18%
CCOC(=O)CNC(=O)c1cc(C(=O)OC)cc([N+](=O)[O-])c1 | 52%*
COc1ccc(NS(=O)(=O)c2ccc(OC)c(OC)c2)cc1 | 0%
Cc1c(N=Cc2c(O)ccc3ccccc23)cccc1[N+](=O)[O-] | 13%
CCOc1ccc(/C=C2\C(=O)NC(=O)N(c3ccc(Cl)cc3)C2=O)cc1Cl | 7%
Cc1ccc(-c2noc(-c3cccc([N+](=O)[O-])c3C)n2)cc1 | 3%
COc1cccc(NC(=O)C2CC(=O)N(c3ccc(Cl)cc3)C2)c1 (stereo not drawn) | 0%
COc1ccc(OCC(=O)N2CCN(C(=O)CC(C)C)CC2)cc1 | 12%
SMILES | RNase H inhibition
O=C(N/N=C/c1ccc(O)c([N+](=O)[O-])c1)/C(=C\c1ccc2c(c1)OCO2)NC(=O)c1ccccc1 | 7%
CS(=O)(=O)N(Cc1ccccc1)c1ccccc1C(=O)O | 7%
O=C1S/C(=C\c2ccsc2)C(=O)N1c1ccccc1 | 13%
COc1ccccc1Nc1nc(-c2cc3ccccc3oc2=O)cs1 | 2%
Cc1ccc(-c2nc3ncccc3o2)cc1NC(=O)c1ccccc1Cl | 3%
CCOc1ccccc1C(=O)Nc1nc(-c2ccc(C)cc2C)cs1 | 15%
Cc1onc(-c2ccccc2)c1C(=O)N1CC(C)OC(C)C1 (stereo not drawn) | 4%
COc1ccc(OCC(=O)Nc2c(C)n(C)n(-c3ccccc3)c2=O)cc1 | 0%
O=S(=O)(c1ccc(F)cc1)N1CCc2ccccc21 | 0%
O=C(NN1C(=O)S/C(=C\c2ccccc2O)C1=O)c1ccc([N+](=O)[O-])cc1 | 18%
CNC(=O)CN(c1ccc(C)cc1)S(=O)(=O)c1ccc(SC)cc1 | 0%
COc1ccc(NC(=O)/C(C#N)=C\c2ccc(N(C)C)cc2)cc1 | 0%
CCOc1ccc(NC(=O)c2c(N)sc(-c3ccccc3)c2C)cc1 | 23%
COc1cccc(-c2nc3cc(NC(=S)NC(=O)c4ccc(Cl)cc4)ccc3o2)c1 | 26%
COc1ccc(C2C(C(C)=O)=C(O)C(=O)N2CCO)cc1 (stereo not drawn) | 8%
CCCOc1ccc(C2C(C(=O)OC3CCCC3)=C(C)NC3=C2C(=O)CCC3)cc1OC (stereo not drawn) | 4%
O=C(NN=C1CCCCC1)c1cccc(N2CCCC2=O)c1 | 0%
N#Cc1cc2c(nc1SCC(=O)Nc1ccc(S(N)(=O)=O)cc1)CCCC2 | 0%
CCc1ccc(NC(=O)c2ccc(Cl)cc2Cl)cc1 | 4%
CS(=O)(=O)N(Cc1ccc(Cl)cc1)c1ccc(C(=O)O)cc1 | 7%
Cc1cc2c([nH]c3ccccc32)c(C)n1 | 14%
Cc1ccc(N2C(=O)CC(NCCc3ccccn3)C2=O)cc1 (stereo not drawn) | 0%
Cc1ccccc1NC(=O)CN(c1ccc(Br)cc1)S(C)(=O)=O | 8%
Cc1cccc(C(=O)NN=C2CCCCC2)c1 | 7%
COc1ccc(C(=O)NC(=S)Nc2ccc(C(C)=O)cc2)cc1OC | 11%
SMILES | RNase H inhibition
CCCCOc1ccc(-c2nnc(-c3ccc(-c4ccc(OC)cc4)cc3)o2)cc1 | 14%
Cc1ccc(NC(=O)c2ccc([N+](=O)[O-])cc2Cl)cc1Cl | 0%
Oc1[nH]c2ccccc2c1C=Nc1ccc(I)cc1 | 6%
Cc1cc(C)nc(NC(N)=NC2CCCCCC2)n1 | 5%
O=C(CCc1ccccc1)N1N=C(c2ccc(Cl)cc2)CC1(O)C(F)(F)F (stereo not drawn) | 16%
COc1ccc(/C=C2\SC(c3ccc(C)cc3)=NC2=O)cc1OC | 8%
CC1=Nc2ccccc2/C1=C\c1c(O)n(Cc2ccco2)c(=O)[nH]c1=O | 42%
COc1ccccc1C(=O)N1CCN(Cc2ccc([N+](=O)[O-])cc2)CC1 | 5%
Nc1c2c(nc3ccc(Br)cc13)N(c1ccccc1)CC2 | 15%
O=C1/C(=C\c2ccco2)CC2CC1C/C(=C/c1ccco1)C2=O | 0%
O=C(Nc1ccc(Nc2ccccc2)cc1)c1cccc(I)c1 | 0%
CCOC(=O)C1=C(c2ccc(C)cc2)C(=O)c2ccccc2C1=O | 2%
CC(C)CCNC(=O)c1ccc([N+](=O)[O-])cc1Cl | 11%
COc1ccc(-c2cc(C(=O)NC3CCCCC3)c3ccccc3n2)c(OC)c1 | 7%
O=C1N=c2ccc(Br)cc2=C1c1sc(=S)n(-c2ccc(Cl)cc2)c1O | 51%*
CCOC(=O)/C(=N/O)C1=NC2(CCCCC2)Cc2ccccc21 | 12%
CC1C(=NO)C(C)C(c2ccco2)NC1c1ccco1 (stereo not drawn) | 0%
COc1ccc(C(=O)Oc2cc(C(=S)N3CCOCC3)ccc2OC)cc1 | 9%
O=c1[nH]nc(SCc2ccc(Cl)cc2)c(=O)[nH]1 | 11%
O=C(CP(=O)(c1ccccc1)c1ccccc1)N1CCCCC1 | 1%
COc1cc(C(=O)Oc2ccc(Cl)cc2C)cc(OC)c1OC | 18%
COc1cc(C(=O)OCC(=O)c2ccc(Cl)cc2)cc(OC)c1OC | 2%
O=C(NC(=S)Nc1cc(C(F)(F)F)ccc1Cl)c1ccccc1 | 7%
Cc1nc(N)sc1C(=O)N/N=C/c1cccc(O)c1 | 0%
CCCCOC(=O)C1=C(C)NC2=C(C(=O)CC(C)(C)C2)C1c1ccc(C)cc1 (stereo not drawn) | 17%

Structural class: the entries above containing a nitro group on carbon
SMILES | RNase H inhibition
C/C(=N\NC(=O)c1cc(-c2ccccc2)n[nH]1)c1ccc([N+](=O)[O-])cc1 | 10%
Cc1cccc([N+](=O)[O-])c1N=Cc1ccc(N(C)C)cc1 | 5%
COc1ccc(/C=C/C(=O)Nc2ccc([N+](=O)[O-])cc2)cc1 | 6%
CCOc1ccc(C(=O)Nc2cc(-c3nc4ccccc4s3)ccc2C)cc1[N+](=O)[O-] | 2%
Cc1ccc(-c2cc(-c3ccccc3)nc(N/N=C\c3ccccc3[N+](=O)[O-])n2)cc1 | 9%
CCOC(=O)CNC(=O)c1cc(C(=O)OC)cc([N+](=O)[O-])c1 | 52%*
Cc1c(N=Cc2c(O)ccc3ccccc23)cccc1[N+](=O)[O-] | 13%
Cc1ccc(-c2noc(-c3cccc([N+](=O)[O-])c3C)n2)cc1 | 3%
O=C(N/N=C/c1ccc(O)c([N+](=O)[O-])c1)/C(=C\c1ccc2c(c1)OCO2)NC(=O)c1ccccc1 | 7%
O=C(NN1C(=O)S/C(=C\c2ccccc2O)C1=O)c1ccc([N+](=O)[O-])cc1 | 18%
Cc1ccc(NC(=O)c2ccc([N+](=O)[O-])cc2Cl)cc1Cl | 0%
COc1ccccc1C(=O)N1CCN(Cc2ccc([N+](=O)[O-])cc2)CC1 | 5%
CC(C)CCNC(=O)c1ccc([N+](=O)[O-])cc1Cl | 11%

Remaining list, next part:
SMILES | RNase H inhibition
COc1cc(C=O)ccc1OCCN1CCOCC1 | 2%
Cc1ccc(C(=O)Nc2cccc(NC(=O)c3ccc(C)cc3)n2)cc1 | 14%
Cc1ccc2c(c1)N(C(=O)c1ccc3ccccc3c1)C(C)(C)c1ssc(=S)c1-2 | 39%
COc1ccc2c(c1)CCC1C2=NN(C(C)=O)C1c1ccccc1 (stereo not drawn) | 11%
O=C1C2ON(c3ccc(Cl)cc3)C(c3ccco3)C2C(=O)N1Cc1ccccc1 (stereo not drawn) | 8%
CCOc1ccc(S(=O)(=O)Nc2ccc(NC(C)=O)cc2)cc1 | 1%
CCOC(=O)C1=C(c2ccc(OC)cc2)NC(=O)NC1c1ccc(OC)cc1 (stereo not drawn) | 0%
COc1c[nH]n(C(C)(C)C)c(=O)c1=O | 22%
COc1ccccc1OCCNc1cc(N2CCOCC2)ccc1[N+](=O)[O-] | 23%
CN1CCN(/N=C/c2ccc(C(F)(F)F)cc2)CC1 | 9%
CC(CNC(=O)Cc1ccc([N+](=O)[O-])cc1)CN(C)C (stereo not drawn) | 0%
S=C(c1ccc(-c2ccc(Cl)c(Cl)c2)o1)N1CCCCC1 | 0%
O=C(OCC(=O)c1cccs1)c1ccc(N2C(=O)C3C4C=CC(C5CC45)C3C2=O)cc1 (stereo not drawn) | 2%
Cc1cccc(S(=O)(=O)CC(SC#N)c2ccccc2)c1 (stereo not drawn) | 5%
Cc1ccccc1C(=O)Nc1ccccc1C(=O)N1CCCCC1 | 10%
CC/C(=C1/C(=O)N(c2nc3ccccc3s2)N=C1C(F)(F)F)N1CCOCC1 | 0%
CC(Oc1cccc(Cl)c1)C(=O)Nc1ccccc1C(=O)N1CCN(Cc2ccccc2)CC1 (stereo not drawn) | 1%
COc1cccc(OCCCOc2ccc(C)cc2C)c1 | 11%
CC(C)c1ccc(C2NN=C(c3ccccc3)S2)cc1 (stereo not drawn) | 18%
CCOc1cccc(OCCCOc2cc(C)ccc2C)c1 | 17%
CCSc1nnc(NC(=O)CCCOc2ccc(Cl)cc2Cl)s1 | 0%
Cc1cc(N=Cc2ccc(C#Cc3ccccc3)cc2)ccc1Cc1ccc(N=Cc2ccc(C#Cc3ccccc3)cc2)c(C)c1 | 9%
CCOC(=O)C1=C(C)NC(=S)NC1c1cc(OC)ccc1Br (stereo not drawn) | 10%
N#C/C(=C\Nc1ccc(S(N)(=O)=O)cc1)c1nc(-c2ccc(-c3ccccc3)cc2)cs1 | 0%
O=C(Cc1ccc(F)cc1F)Nc1ccccc1 | 0%
COc1cc(C2NC(=O)NC(C)=C2C(=O)OCC2CCCO2)cc(Br)c1O (stereo not drawn) | 2%

Two of the compounds above, with tabs:
mol	RNase H inhibition
COc1ccc2c(c1)CCC1C2=NN(C(C)=O)C1c1ccccc1 (stereo not drawn)	11%
O=C1C2ON(c3ccc(Cl)cc3)C(c3ccco3)C2C(=O)N1Cc1ccccc1 (stereo not drawn)	8%
